HTT cytoprotect = Huntington cell model cytoprotection by ATP luminescence; hit rate 0.14% among 230,000; AID 1471; Potency, µM (doses to about 56.4 µM), inactives show cytoprotection (ATP increase), most hits filed as activators; PC12 HTT-Q103 induced, cytoprotection, ATP luminescence, 40 h; active = well fitted activation curve with a large enough effect; inconclusive = small, poorly fitted or top-dose-only effect; inactive = no such curve, though single readings can be large or run the other way;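 note: % of control where 0% means no effect; nearly all actives have a fitted effect of over 45% in size; toxic huntingtin expression switched on by the ecdysone agonist tebufenozide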
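Huntington model: PC12 line, ecdysone-inducible HTTQ103 exon1–GFP, tebufenozide 100 nM. Test articles in a dose series. Endpoint luminescence from cellular ATP.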
* = called active by the depositor; ? = inconclusive; [ ] = another dose, or the depositor's remark. Potency is the fitted concentration of half-maximal effect. A portion of the library, so the mix of outcomes need not match the whole.

Start of the listing, in advance, 4 compounds:
SMILES	HTT cytoprotect
O=C1c2ccc(-c3nc4ccccc4o3)cc2C(=O)N1Cc1cccnc1	-18.2%
Cn1c(=O)c2c(nc(NCCCN3CCOCC3)n2Cc2ccc(Cl)c(Cl)c2)n(C)c1=O	-18.6%[0.074 µM]
CC1(C)CC(=O)C=C(NC2CCS(=O)(=O)C2)C1 (stereo unspecified)	-1.6%[10 µM]
Cc1c(NC(=O)c2nn(C)c(=O)c3ccccc23)c(=O)n(-c2ccccc2)n1C	-15.4%[10 µM]

The listing, from the first entry:
SMILES	HTT cytoprotect
O=C1c2ccc(-c3nc4ccccc4o3)cc2C(=O)N1Cc1cccnc1	-18.2%
Cn1c(=O)c2c(nc(NCCCN3CCOCC3)n2Cc2ccc(Cl)c(Cl)c2)n(C)c1=O	-18.6%[0.074 µM]
CC1(C)CC(=O)C=C(NC2CCS(=O)(=O)C2)C1 (stereo unspecified)	-1.6%[10 µM]
Cc1c(NC(=O)c2nn(C)c(=O)c3ccccc23)c(=O)n(-c2ccccc2)n1C	-15.4%[10 µM]
COc1cc(NC(=O)CC(C)C)ccc1NC(=O)c1ccco1	-32.2%[inhibitor][10 µM]
O=C1c2oc3ccccc3c(=O)c2C(c2ccc(Cl)cc2)N1c1ncccn1 (stereo unspecified)	-26.4%[0.074 µM]
O=C1[C@@H]2[C@@H]3C=C[C@H]([C@@H]2C(=O)N1CN1CCSCC1)[C@@H]1[C@@H]2C(=O)N(CN4CCSCC4)C(=O)[C@@H]2[C@H]31	-21.5%[10 µM]
CCCCCCCCCCCCC/C=C\[C@H](O)[C@H](N)CO	-16.4%[1.9 µM]
CCCCC[C@H](O)CCCC(=O)O	2.4%[1.9 µM]
Cc1cccc(N2CCN(C(=O)c3cc4c(C)nc5ccccc5c4o3)CC2)c1C	-1.1%
CCNC(=O)[C@@H]1O[C@@H](n2cnc3c(N)nc(NCCc4ccc(CCC(=O)O)cc4)nc32)[C@H](O)[C@@H]1O	-22.2%[1.9 µM]
O=S(=O)(O)[C@@H](c1ccccc1)[C@@H](O)c1ccccc1	-6.1%[10 µM]
C/C(=C\COc1cc(=O)[nH]c2ccccc12)CC[C@@H](O)C(C)(C)O	-9.8%
C[C@@]12C=CC(=O)C=C1CC[C@@H]1C2=CC[C@]2(C)[C@@H]1CC[C@H]2C(=O)CN1CCN(c2cc(N3CCCC3)nc(N3CCCC3)n2)CC1	-6.9%[1.9 µM]
CCc1nnc2c3cnn(-c4ccc(C)c(C)c4)c3ncn12	-29.0%[0.074 µM]
C#CCSc1nnc(-c2cccc3ccccc23)o1	-75.4%[inhibitor][0.074 µM]
Cc1cc(C)nc(N2CCC(C(=O)NC3CCCCCC3)CC2)n1	-1.6%[10 µM]
O=c1c(O)c(-c2ccc(O)c(O)c2)oc2c(OC[C@H]3O[C@@H](O)[C@@H](O)[C@H](O)[C@@H]3O)c(O)cc(O)c12	-0.4%
COc1ccc(CC(=O)NCc2nnc(SCC(=O)N3CCN(c4ccccc4)CC3)n2C)cc1	-4.2%[0.074 µM]
Cc1c(-n2c(CN3C(=O)c4ccccc4C3=O)nc3ccccc3c2=O)c(=O)n(-c2ccccc2)n1C	-11.1%
NC(=S)NCCC[C@@H](N)C(=O)O	7.3%[1.9 µM]
CN1C[C@@H](O)[C@@H](O)[C@@H](O)[C@@H]1CO	8.1%[1.9 µM]
Brc1ccc(C2=Nn3c(nnc3-c3ccncc3)SC2)cc1	-6.5%[10 µM]
CC1CN(c2nc3c(c(=O)n(C)c(=O)n3C)n2Cc2c(Cl)cccc2Cl)CC(C)O1 (stereo unspecified)	-18.7%[0.074 µM]
COc1cccc(CC(NC(C)=O)C(=O)NC2CCN(c3c4c(nc5ncnn35)CCC4)CC2)c1 (stereo unspecified)	0.4%[10 µM]
Cc1cc(C)n(-c2nc3sc4c(c3c3nnc(SC(C)C)n23)CC(C)(C)OC4)n1	-22.8%[0.074 µM]
N[C@H](CCCC(=O)O)C(=O)O	-15.7%[1.9 µM]
CCOC(=O)c1[nH]c(C)c(/C(C)=N\O)c1C	6.2%
CCc1ccc2nc(NC3=NCN(CCCN4CCOCC4)CN3)nc(C)c2c1	-2.5%
COc1ccc2c(c1)CCC1C2CC[C@]2(C)[C@H](NCCCCCCN3C(=O)C=CC3=O)CC[C@@H]12 (stereo partly specified)	-2.6%[1.9 µM]
C[C@]12C=CC(=O)C=C1CC[C@@H]1[C@H]3C[C@@H](O)[C@](O)(C(=O)CO)[C@]3(C)C[C@H](O)[C@]12F	-7.2%[1.9 µM]
Cn1c(=O)c2c(-c3ccccc3)n3c4ccccc4ncc3c2n(C)c1=O	?
Cc1ccc(-c2nnn(CC(=O)N(CC(=O)NC3CCCCC3)c3cnc4ccccc4c3)n2)o1	-11.5%[10 µM]
Cc1cc(C(=O)N2CCN(c3ncccn3)CC2)sc1-c1ccccc1	-3.9%[0.074 µM]
C[C@@]12C(=O)OC(=O)[C@@]1(C)[C@H]1CC[C@@H]2O1	-50.7%[inhibitor]
C[C@@H]1C(=O)N(C)C(=O)c2nc[nH]c21	-7.8%[1.9 µM]
O=C(O)/C=C(/c1ccccc1)C(F)(F)F	-8.0%
O=C(O)/C=C(/C(=O)O)[C@]12CCN3CC4=CCO[C@@H]5CC(=O)N[C@@H]1[C@H]5[C@H]4C[C@H]32	5.2%[10 µM]
Cc1nnc2sc(-c3cc4ccccc4o3)nn12	-15.0%[0.074 µM]
O=C(O)c1ccc2c3c(cccc13)C(=O)N(c1ccccc1O)C2=O	-14.9%
O=C1C(=O)N(CCCn2ccnc2)C(c2cccnc2)/C1=C(/O)c1ccc(Cl)cc1 (stereo unspecified)	-7.8%[10 µM]
O=C(NC1CCCc2ccccc21)C1CCN(c2c(N3CCCC3)c(=O)c2=O)CC1 (stereo unspecified)	4.9%
Cn1c(=O)c2c(nc(N3CCCCC3)n2CCSc2nc3ccccc3o2)n(C)c1=O	-12.4%[0.074 µM]
O=C(Cn1cnc2c(oc3ccccc32)c1=O)NCCc1ccccc1	-8.3%[0.074 µM]
CCN1CCC[C@@H]1CNC(=O)c1c(OC)ccc(I)c1O	-4.7%[1.9 µM]
O=S(=O)(NCCNC/C=C\c1ccc(Br)cc1)c1cccc2cnccc12	-12.8%[1.9 µM]
O=C(O)c1nccnc1C(=O)Nc1ccc(Br)cn1	0.5%
CCOC(=O)c1cc2c(=O)n3ccccc3nc2n(Cc2ccc(Cl)cc2)c1=N	-5.7%
COCCn1cnc2c(c1=O)c1nc3ccccc3nc1n2/N=C/c1cccc(OC)c1OC	-14.5%[0.074 µM]
O=C(Nc1ccc(Br)cn1)c1ccc2nccnc2c1	-60.7%[inhibitor][0.074 µM]
Next compounds
SMILES	HTT cytoprotect
Cc1oc2cc3c(C(=O)OCCN(C)C)c(C)oc3cc2c1C(=O)OCCN(C)C	-24.2%[10 µM]
COc1ccc(C2c3c(oc4ccccc4c3=O)C(=O)N2Cc2ccncc2)cc1OC (stereo unspecified)	10.6%[0.074 µM]
OC[C@@H]1O[C@@H](n2cnc3c(NCCc4ccccc4)ncnc32)[C@@H](O)[C@H]1O	-26.7%[1.9 µM]
COc1cccc(C2/C(=C(/O)c3ccncc3)C(=O)C(=O)N2CCCN2CCOCC2)c1OC (stereo unspecified)	3.0%[0.074 µM]
CC(=O)c1ccc(N2CCN(C(=O)c3cc4c(=O)n(C)c5ccccc5c4n3C)CC2)cc1	-18.8%
O=C(NCCCN1CCCC1=O)Nc1ccc(Cl)cc1	-15.7%[0.074 µM]
OC[C@@H]1O[C@@H](n2cnc3c(NCc4ccco4)ncnc32)[C@H](O)[C@H]1O	-82.5%[inhibitor]
Nc1ncnc2c1ncn2[C@@H]1O[C@@H](C(=O)NC2CC2)[C@H](O)[C@@H]1O	-21.8%[1.9 µM]
Cn1c(=O)n(Cc2ccccc2)c(=O)c2c1nc1n2CCCN1C1CCCCC1	-15.4%[0.074 µM]
Cc1ccc(C)c(/C(O)=C2\C(=O)C(=O)N(CCCN(C)C)C2c2cccnc2)c1 (stereo unspecified)	3.2%[10 µM]
CC(C)c1ccc2c(c1)CC[C@@H]1[C@@](C)(CN)CCC[C@@]21C	-80.6%[inhibitor]
Cc1ccc(N2C(=O)c3oc4ccccc4c(=O)c3C2c2cccc(O)c2)nc1 (stereo unspecified)	-15.1%
CC[C@@H]1OC(=O)[C@@H](C)[C@H](O[C@@H]2C[C@@](C)(OC)[C@@H](O)[C@H](C)O2)[C@H](C)[C@H](O[C@@H]2O[C@@H](C)C[C@@H](N(C)C)[C@H]2O)[C@@](C)(O)C[C@H](C)C(=O)[C@@H](C)[C@H](O)[C@@]1(C)O	-29.0%
Cn1c(=O)oc2cc(S(=O)(=O)N3CCN(C(=O)c4ccco4)CC3)ccc21	-9.9%[0.074 µM]
CN1CCc2c(sc3c2c(=O)n(-c2ccccc2)c2nnc(SCc4ccc(F)cc4)n32)C1	-35.5%[inhibitor][0.074 µM]
C[C@@H](COc1ccc(/C=C\c2ccccc2)cc1)[N+](C)(C)C	-15.8%[1.9 µM]
Cc1nnc(SCCn2c(N3CCC(C)CC3)nc3c2c(=O)n(C)c(=O)n3C)s1	-25.6%[0.074 µM]
CCCCS(=O)(=O)NC1=NCN(C2CCN(Cc3ccccc3)CC2)CN1	2.2%[10 µM]
O=C1c2ccccc2C(=O)N1CCC(=O)N1CCc2ccccc21	-5.8%[0.074 µM]
Cc1nc2sccn2c1-c1nc(C2CC2)c(C(=O)c2ccc3c(c2)NC(=O)CO3)s1	-20.7%[4.97 µM]
CCOC(=O)C1=C(C)NC(C)=C(C(=O)OCC)C1c1nc2ccccc2[nH]1	-7.9%[10 µM]
O=C(c1ccc2c(c1)C(=O)N(c1ccc(Cl)cc1)C2=O)N1CCN(c2ccccn2)CC1	-2.0%[10 µM]
COc1cccc(CN2CCN(C(=O)c3ccco3)CC2)c1OC	2.7%
O=C(c1cn(-c2ccccc2)nc1-c1ccncc1)n1nnc2ccccc21	-1.7%[0.074 µM]
Cc1cc(C)cc(N(CC(=O)O)S(=O)(=O)c2cccnc2)c1	-7.7%
O=C(O)[C@@H]1CCCN[C@H]1C(=O)O	?
O=C(NCc1ccccn1)C1CCC(=O)N1C1CCCC1 (stereo unspecified)	-5.9%
COc1ccc(Br)cc1C(=O)Nc1cccc(-c2nnc(-c3ccco3)o2)c1	-11.6%[0.074 µM]
Cc1ccc(C(=O)[C@@H]2[C@@H]3[C@@H](C(=O)[C@@H]4OC[C@H]3O4)[C@@H]3C=Cc4ccccc4N23)cc1	-2.6%
CNC(=O)CSc1nnc(-c2cc3c(C)nn(-c4ccccc4)c3s2)n1C	-2.9%[10 µM]

3 consecutive entries from above, quoted:
SMILES	HTT cytoprotect
COc1ccc(Br)cc1C(=O)Nc1cccc(-c2nnc(-c3ccco3)o2)c1	-11.6%[0.074 µM]
Cc1ccc(C(=O)[C@@H]2[C@@H]3[C@@H](C(=O)[C@@H]4OC[C@H]3O4)[C@@H]3C=Cc4ccccc4N23)cc1	-2.6%
CNC(=O)CSc1nnc(-c2cc3c(C)nn(-c4ccccc4)c3s2)n1C	-2.9%[10 µM]

(listing goes on)
SMILES	HTT cytoprotect
COc1cccc(C(=O)NCC(c2cccnc2)N2CCN(c3ccccc3OC)CC2)c1 (stereo unspecified)	-10.1%
CC(C)n1c(CN2CCN(C)CC2)nc2c1c(=O)n(C)c(=O)n2C	-5.9%[10 µM]
Cn1c(SCC(=O)Nc2ccc(N3CCOCC3)c(Cl)c2)nnc1-c1ccccc1	-44.5%[inhibitor][0.074 µM]
COc1ccc(-c2nn(C)c(=O)c3ccccc23)cc1CNC(=O)CN1CCOCC1	1.4%
CSc1nnc(Cn2c(=O)sc3ccccc32)n1-c1ccccc1C	9.6%
COc1ccc(-n2nc(C(=O)N3CCC(C#N)CC3)c3c4ccccc4n(C)c3c2=O)cc1	-16.1%
CCOC(=O)c1cc2c(=O)n3cccc(C)c3nc2n(CCOC)c1=NC(=O)c1ccncc1	2.5%[0.074 µM]
NC(=S)c1ccc[n+]([C@@H]2O[C@@H](COP(=O)([O-])OP(=O)(O)OC[C@@H]3O[C@@H](n4cnc5c(N)ncnc54)[C@@H](OP(=O)(O)O)[C@H]3O)[C@@H](O)[C@H]2O)c1	6.3%[1.9 µM]
c1ccc(-c2nnc(Cn3c4ccccc4c4nc5ccccc5nc43)o2)cc1	-2.5%
CCCCCCCCCC(=O)N[C@@H](CN1CCOCC1)[C@@H](O)c1ccccc1	-15.5%[1.9 µM]
COc1ccccc1N1CCN(CCN(C(=O)c2ccc(I)cc2)c2ccccn2)CC1	-8.6%[1.9 µM]
Cc1nn2c(=O)nc3sc4c(c3c2[nH]c1=O)CCCC4	5.6%[0.074 µM]
CC(=O)n1c2ccccc2c2c(C#N)c(N3CCCCC3)sc21	-12.8%[0.074 µM]
CCOCCn1c(CN2CCN(c3ccccc3)CC2)nc2c1c(=O)n(C)c(=O)n2C	-5.8%[0.074 µM]
Nc1nc(N)nc(CCCCc2nc(N)nc(N)n2)n1	-17.0%[10 µM]
COc1cccc(-n2c(SCC(=O)N3CCCC3)nc3c([nH]c4ccccc43)c2=O)c1	-17.7%
COc1ccc([C@@H]2OC[C@]3(COC(C)=O)[C@H](C)C=C(C)[C@@H]2[C@H]3C)cc1	1.8%
CCc1c(C)nc(N)n2c(SCC(=O)N3CCN(c4ccccc4)CC3)nnc12	-14.6%[10 µM]
COc1cccc(/C=N/n2c(C)c3c(C)nnc(C)c3c2C)c1O	-8.9%[0.074 µM]
Cc1ccccc1CNc1ncnc2c1ncn2[C@@H]1O[C@@H](CO)[C@H](O)[C@@H]1O	-39.0%[1.9 µM]
COc1ccc(OC)c(C2/C(=C(\O)c3c(C)nc4ccccn34)C(=O)C(=O)N2CCCN(C)C)c1 (stereo unspecified)	5.4%[0.074 µM]

Quoted at random: three records from the list.
SMILES	HTT cytoprotect
Cc1ccccc1CNc1ncnc2c1ncn2[C@@H]1O[C@@H](CO)[C@H](O)[C@@H]1O	-39.0%[1.9 µM]
CCc1c(C)nc(N)n2c(SCC(=O)N3CCN(c4ccccc4)CC3)nnc12	-14.6%[10 µM]
COc1cccc(/C=N/n2c(C)c3c(C)nnc(C)c3c2C)c1O	-8.9%[0.074 µM]
